# High-throughput results deposited in PubChem by Johns Hopkins Ion Channel Center.
# ANO1 activ – activators or potentiators of mouse TMEM16A chloride channel | HEK293 TMEM16A/YFP-H148Q/I152L, iodide quench fluorescence; hits give low values | B-score at 10 µM | 340,000 compounds, 0.3% hits | AID 623877;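 active = fluorescence-ratio B-score plate-corrected deviation score at least 3 library SD below zero, with starting fluorescence score within 5 deviations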;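 also: channel opened by trigger with iodide after compound preincubation; score built on the fluorescence ratio of max minus min over baseline; more negative score means more quench and so TMEM16A activation or potentiation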
# Target sequence (Q8BHY3 whole entry, looked up): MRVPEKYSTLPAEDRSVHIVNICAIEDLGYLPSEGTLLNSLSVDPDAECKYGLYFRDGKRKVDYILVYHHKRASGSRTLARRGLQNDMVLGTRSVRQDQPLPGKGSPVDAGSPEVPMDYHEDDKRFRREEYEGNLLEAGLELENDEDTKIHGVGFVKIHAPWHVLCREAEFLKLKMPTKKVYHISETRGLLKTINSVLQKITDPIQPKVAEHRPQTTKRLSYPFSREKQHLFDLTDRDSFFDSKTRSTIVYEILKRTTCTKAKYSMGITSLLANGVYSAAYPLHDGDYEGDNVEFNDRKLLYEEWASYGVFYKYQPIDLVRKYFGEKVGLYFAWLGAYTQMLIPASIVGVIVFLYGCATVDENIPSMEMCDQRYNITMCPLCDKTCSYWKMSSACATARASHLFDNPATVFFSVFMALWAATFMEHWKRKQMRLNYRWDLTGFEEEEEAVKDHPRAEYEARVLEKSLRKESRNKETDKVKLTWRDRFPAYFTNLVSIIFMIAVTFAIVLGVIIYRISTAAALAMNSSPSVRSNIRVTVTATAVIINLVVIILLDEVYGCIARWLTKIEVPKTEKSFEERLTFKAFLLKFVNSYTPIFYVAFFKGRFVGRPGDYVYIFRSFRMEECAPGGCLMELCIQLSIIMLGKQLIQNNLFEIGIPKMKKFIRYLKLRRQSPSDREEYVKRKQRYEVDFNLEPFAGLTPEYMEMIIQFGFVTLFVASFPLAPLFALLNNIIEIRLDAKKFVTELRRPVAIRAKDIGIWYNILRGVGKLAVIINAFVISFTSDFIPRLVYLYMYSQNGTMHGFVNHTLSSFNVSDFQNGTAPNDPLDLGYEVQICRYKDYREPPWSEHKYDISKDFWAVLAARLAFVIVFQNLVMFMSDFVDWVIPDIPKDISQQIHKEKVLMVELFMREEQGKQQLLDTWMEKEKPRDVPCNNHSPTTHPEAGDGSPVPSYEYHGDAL
# Numbers without * were called inactive; i = inactive. The list is partial; rates above refer to the full screens.
smiles	ANO1 activ
C=CCN(c1ccccc1)S(=O)(=O)c1cccc(C(=O)N2CCN(c3ncccn3)CC2)c1	i
Cc1ncc[nH]1	i
O=C(COC(=O)COc1ccc(Br)cc1)NC1CCCCCC1	i
O=C(COC(=O)c1cccs1)NCCc1ccc(F)cc1	i
O=C(Cc1n[nH]c(=O)c2ccccc12)N1CCN(S(=O)(=O)c2ccc(F)c(Cl)c2)CC1	i
CCN(Cc1nc2cc(Cl)ccc2c(=O)[nH]1)C(=O)c1cccc(OCc2c(C)noc2C)c1	i
O=C(CNC(=O)c1ccco1)NNC(=O)c1n[nH]c(=O)c2ccccc12	i
Cc1c(NC(=O)C(C)Sc2nccn2C)c(=O)n(-c2ccccc2)n1C (centres undefined)	i
O=C(/C=C/C(Cl)(Cl)Cl)Nc1ccc(Cl)cc1	i
COc1ccc(NC(=O)CCC(=O)c2cc(C)sc2C)cc1	i
Cc1c(Cc2ccccc2)c(=O)[nH]c(=O)n1C	i
Cc1ccc(S(=O)(=O)CCC(=O)N(Cc2nnc(-c3ccc(Cl)cc3)o2)C2CC2)cc1	i
O=C(CCCCCCCCC(=O)N1CCCCC1)N1CCCCC1	i
c1ccc2ncccc2c1	i
O=C1CN(C(=O)COC(=O)CCS(=O)(=O)c2ccccc2Cl)c2ccccc2N1	i
COc1cccc(NC(=O)COC(=O)c2ccccc2C(=O)N(C)c2ccccc2)c1	i
c1ccc(CCC2Cc3ccccc3N2)cc1 (centres undefined)	i
CC1CCN(C(=O)COC(=O)c2cccc(S(=O)(=O)N(C)c3ccccc3)c2)CC1	i
Cc1ccc(NC(=O)C2CC(=O)N(CCc3ccccc3)C2)cc1Cl (centres undefined)	i
COc1ccc(C(=O)COC(=O)c2cncc(Br)c2)cc1	i
CCCN(C(=O)c1cnccn1)c1c(N)n(Cc2ccccc2)c(=O)[nH]c1=O	i
Cc1sc2ncnc(SCC(=O)N3CCOCC3)c2c1C	i
CN(CC(=O)NCc1ccccc1Cl)CC(=O)Nc1ccccc1Br	i
CCN(CC)C(=O)c1cccc(NC(=O)CCc2nc3sc4c(c3c(=O)[nH]2)CCCC4)c1	i
Cc1ccc(CN2CC(=O)N3[C@H]4c5cc(Cl)ccc5OC[C@@H]4[C@H](c4ccccc4)[C@]3(C)C2=O)cc1	i
Cc1cc(NC(=O)CN2C(=O)N(C)C3(CCCCC3)C2=O)ccc1Br	i
C[C@@H]1CN([C@H](C)CO)C(=O)c2cc(NC(=O)Nc3ccc(C(F)(F)F)cc3)ccc2O[C@H]1CN(C)S(=O)(=O)c1cccs1	i
O=C(CN1C(=O)NC2(CCCCC2)C1=O)NCCCSc1ccccc1	i
COc1cccc2c(=O)c(C(=O)NCCc3ccccc3)c[nH]c12	i
CCc1ccccc1OCC(=O)N1CCN(c2ncccn2)CC1	i
CCC1(CC)CNC(=O)NC1=O	i
O=C(Nc1ccccc1)O[C@@H]1C[C@H]2CCCC(=O)N3CC[C@@H](C1)[C@@H]23	i
CC(OC(=O)CNC(=O)c1ccc(Br)cc1)C(=O)NC1CCCCC1C (centres undefined)	i
CSCCC(NC(=O)c1ccco1)C(=O)NCC(c1ccco1)N1CCCCC1 (centres undefined)	i
O=C(Cc1ccccc1Cl)c1ccccc1	i
CC(C)(COC(=O)c1ccccc1)N1CC2CCC(C1)O2	i
CCOC(=O)Cc1cn(C(=O)OC(C)(C)C)c2ccccc12	i
C(=Cc1c[nH]c2ccccc12)c1nccc2ccccc12	i
Cc1noc(C)c1C(=O)OC(C)C(=O)N1CCc2ccccc21 (centres undefined)	i
Cc1ccc(S(=O)(=O)NCCC(=O)NNC(=O)COc2ccc(Br)cc2)cc1C	i

# 2 entries from above, field by field.
C(=Cc1c[nH]c2ccccc12)c1nccc2ccccc12
  ANO1 activ = i

Cc1noc(C)c1C(=O)OC(C)C(=O)N1CCc2ccccc21 (centres undefined)
  ANO1 activ = i

# Additional results:
smiles	ANO1 activ
COc1cccc(CNc2ccc(S(=O)(=O)N3CCN(C)CC3)cn2)c1	i
Cc1cccc(C)c1NC(=O)c1ccc(N2CCCC2=O)cc1	i
Cn1c(=O)n(CCN2CCOCC2)c(=O)c2c1nc1n2CCN1c1ccc(Oc2ccccc2)cc1	i
O=C(c1cnc(Cl)c(Cl)c1)N1CCN(S(=O)(=O)c2ccc3ccccc3c2)CC1	i
COc1cccc(NC(=O)CN(C)C(=O)Cc2n[nH]c(=O)c3ccccc23)c1	i
Cc1ccc(C)c(OCCC(=O)N2CCN(S(=O)(=O)c3ccc([N+](=O)[O-])cc3)CC2)c1	i
CCN(CC)S(=O)(=O)c1ccc(C(=O)Nc2cc(S(=O)(=O)N3CCOCC3)ccc2N2CCN(C)CC2)cc1	i
C[C@H](CO)N1C[C@H](C)[C@@H](CN(C)Cc2ccc3c(c2)OCO3)Oc2c(NS(=O)(=O)c3cn(C)cn3)cccc2C1=O	i
COc1cc(NC(=O)COC(=O)CO/N=C(\C)c2ccc3c(c2)OCO3)cc(OC)c1	i
N#Cc1ccc(OCC(=O)Nc2nc(-c3cccnc3)cs2)cc1	i
O=C(COC(=O)c1cc(Cl)nc(Cl)c1)Nc1ccc(Cl)c(S(=O)(=O)N2CCOCC2)c1	i
COc1c(NC=O)c2c(c([N+](=O)[O-])c1OC)C(=O)OC2	i
Cn1c(=O)c2[nH]c(C3CC=CCC3)nc2n(C)c1=O (centres undefined)	i
O=C(c1ccco1)N1CCN(C(=O)c2cn(-c3ccccc3)nc2-c2ccccc2)CC1	i
COc1ccc(C2(SCC(N)C(=O)O)c3ccccc3-c3ccccc32)cc1 (centres undefined)	i
O=C(CN1CCN(S(=O)(=O)c2cccc(F)c2)CC1)NCC1(N2CCOCC2)CCCCC1	i
O=C1N=C(N2CCOCC2)SC1=Cc1ccco1	i
Cc1cc(NC(=O)COC(=O)[C@@H]2CCCN2C(=O)c2cccs2)no1	i
O=C(O)c1cc(N=Nc2c(O)ccc3ccccc23)cc(C(=O)O)c1	i
O=C(c1ccc(S(=O)(=O)N2CCC(c3nc4ccccc4s3)CC2)cc1)N1CCCCC1	i
O=C(NNC(=O)c1ccc2c(=O)n3c(nc2c1)CCC3)c1ccc(Cl)cc1	i
O=C(c1ccc(-c2cccc([N+](=O)[O-])c2)o1)N1CCN(c2ccc([N+](=O)[O-])cc2)CC1	i
CCN1C[C@@H]2[C@@H]3C(=O)N(Cc4ccccc4)C(=O)[C@@H]3[C@](Cc3ccccc3)(C1=O)N2C(=O)c1ccc(Cl)c(Cl)c1	i
CCCc1cc(=O)[nH]c(SCC(=O)Nc2ccc(Cl)c(S(=O)(=O)N3CCOCC3)c2)n1	i
CCCCN(C(=O)CSc1nc2ccccc2n1CC)C1CCS(=O)(=O)C1 (centres undefined)	i
Cc1cc(O)c2c(c1)C(=O)[C@@]13Oc4c5c(c(O)c6c(O)cc(C)cc46)C(=O)C[C@H](O)[C@H]5[C@@H]1[C@@H](O)CC(=O)C3=C2O	i
O=C(COC(=O)Cc1ccc(Br)cc1)Nc1ccc(N2CCOCC2)cc1	i
O=C(COc1ccccc1Br)NC(=O)NC1CCCC1	i
Cc1ccc(C(C)C)cc1OCC(=O)Nc1nnc(C2CC2)s1	i
O=C(COC(=O)c1ccc(F)cc1F)NCCC1=CCCCC1	i
C[C@H]1CN([C@@H](C)CO)C(=O)c2cccc(NC(=O)c3cnccn3)c2O[C@@H]1CN(C)C(=O)Nc1ccc2c(c1)OCO2	i
O=C(Nc1cc(S(=O)(=O)N2CCOCC2)ccc1O)c1ccc(S(=O)(=O)N2CCCCC2)cc1	i
CC(=O)N/C(=C\c1ccccc1)C(=O)NCC(=O)O	i
O=S(=O)(NCCNS(=O)(=O)c1c(F)cccc1F)c1ccc2c(c1)OCCO2	i
COc1ccc(CCn2c(-c3cccc([N+](=O)[O-])c3)nc3nc4ccccc4nc32)cc1	i
O=C(COC(=O)/C=C/c1ccc(C(F)(F)F)cc1)NC(=O)NCc1ccco1	i
CC1CCCC(C)N1C(=O)CN1C(=O)c2ccccc2S1(=O)=O (centres undefined)	i
COC(=O)c1cccc(NC(=O)CCCN2C(=O)NC3(CCCC3)C2=O)c1	i
O=S(=O)(c1ccc(F)c(F)c1F)N1CCN(c2ncnc3sccc23)CC1	i
C=CC(=O)N1C/C(=C/c2ccccc2)C(=O)/C(=C\c2ccccc2)C1	i
CN(C)CCC(=O)N1C/C(=C/c2ccccc2)C(=O)/C(=C\c2ccccc2)C1	i
O=C(Nc1ccc2c(c1)OCO2)C1CC1(Cl)Cl (centres undefined)	i
Cc1sc2nc(CN3CCOCC3)nc(NS(=O)(=O)c3cc(Cl)ccc3Cl)c2c1C	i
Nn1cnnc1SCC(=O)N1CCc2ccccc2C1	i
CC(C)n1cnnc1SCC(=O)Nc1cccnc1Cl	i
COc1cc(NCc2ccccc2)c2ncn(C(C)C)c2c1	i
CCOC(=O)Cn1cnc(C)c1	i
CCOc1cc(N2CCOCC2)c(OCC)cc1NC(=O)COC(=O)c1ccc(OC)c([N+](=O)[O-])c1	i
O=C(COC(=O)c1cc(S(=O)(=O)Nc2ccccc2Cl)ccc1O)Nc1nc2ccccc2s1	-42*
COc1ccccc1C(=O)NCC(=O)NCCC(c1ccccc1)c1ccccc1	i

# Continued:
smiles	ANO1 activ
CNc1ccc(Br)cc(C(=O)/C=C/c2cccc(Cl)c2Cl)c1=O	i
COc1ccc(-c2c(C#Cc3ccsc3)c3cc(-c4ccc(OC)nc4)ccc3n2C)cc1	i
COc1ccc(Br)cc1CN(C)CC(=O)Nc1cccc(S(=O)(=O)N2CCCC2)c1	i
Cc1ccc(S(=O)(=O)Nc2ccc3c(c2)CC(=O)N([C@H](C)CO)C[C@H](C)[C@H](CN(C)Cc2ccc4c(c2)OCO4)O3)cc1	i
Cc1cc(C(=O)CN2C(=O)c3ccccc3S2(=O)=O)c(C)n1C(C)C	i
COCCN(C(=O)CCN1C(=O)C2CC=CCC2C1=O)c1c(N)n(CC(C)C)c(=O)[nH]c1=O (centres undefined)	i
CCC(C(=O)OCC(=O)C1(O)CCC2C3CCC4=CC(=O)CCC4(C)C3C(O)CC21C)C(C)C (centres undefined)	i
CCCNC(=O)C(Cc1ccccc1)NC(=O)c1ccc(C(C)(C)C)cc1 (centres undefined)	i
Cc1ccc(S(=O)(=O)N2C[C@@H]3[C@H]4CC[C@H](C4)[C@@H]3[C@@H](C)[C@@H]2c2cn(Cc3ccccc3)c3ccc(F)cc23)cc1	i
COc1ccc2c(c1)c(=Cc1ccc(N(C)C)cc1)c1cc(-c3ccccc3)[n+](C)n12	i
Cc1ccc(S(=O)(=O)NCCC(=O)Nc2cccc(S(=O)(=O)N3CCCC3)c2)cc1C	i
CC(C)=CCC/C(C)=C/CC/C(C)=C/COc1ccc2ccc(=O)oc2c1	i
CCn1c(C)nc2cc(C(=O)NNC(=O)[C@@H](NC(=O)c3cc(OC)cc(OC)c3)C(C)C)ccc21	i
Cc1ccc(NC(=O)Cc2ccsc2)cc1S(=O)(=O)N1CCOCC1	i
Cc1cc(C(=O)COC(=O)CC(NC(N)=O)c2ccc(Cl)cc2)c(C)n1C (centres undefined)	i
COc1ccc2nc(-c3ccccc3)nc(SC)c2c1	i
O=C(CCCCC(=O)OC1CCCCC1)OC1CCCCC1	i
CC(=NNC(=O)c1ccncc1)c1ccccc1O	i
COc1cccc(CN(c2ccccc2C(=O)O)S(=O)(=O)c2ccc(C)cc2)c1	i
CC(=O)Nc1sc(C)c(C)c1C(=O)OCC(=O)NCc1ccccc1	i

# 2 consecutive compounds from above, quoted:
smiles	ANO1 activ
CC(=NNC(=O)c1ccncc1)c1ccccc1O	i
COc1cccc(CN(c2ccccc2C(=O)O)S(=O)(=O)c2ccc(C)cc2)c1	i

# Later entries.
smiles	ANO1 activ
O=[N+]([O-])c1ccc(C=Nc2ccc(Cl)c([N+](=O)[O-])c2)s1	i
O=c1[nH]c(-c2ccccc2)ncc1OCc1ccccc1	i
CCOc1ccccc1OCCCC(=O)NNC(=O)c1ccc(F)cc1	i
COc1ccc(C(CNC(=O)CCNS(=O)(=O)c2ccc(Br)cc2)N2CCCC2)cc1 (centres undefined)	i
Cc1ccc(C(=O)OCC(=O)c2ccc(CC(=O)N3CCOCC3)s2)cc1C	i
O=C(CN1C(=O)CNC1=O)Nc1cc(Cl)cc(Cl)c1	i
Cc1ccc(C(=O)NCC(=O)OCC(=O)c2c(N)n(C)c(=O)n(C)c2=O)cc1C	i
CC(C)(C)c1ccc(C(=O)NCC(=O)NCC(C)(C)N2CCOCC2)cc1	i
CC(Sc1nnc(-c2cccs2)n1C1CC1)C(=O)NCC1CCCO1 (centres undefined)	i
COc1cccc(NC(=O)COC(=O)C2CC3CCCC(C2)C3=O)c1 (centres undefined)	i
Cc1ccc(C(=O)NCC(=O)N(C)Cc2ccc(Cl)cc2Cl)s1	i
COc1ccc([C@H]2CC(=O)C=C(c3ccccc3C(F)(F)F)C2)cc1	i
O=C(NCC(c1cccs1)N1CCOCC1)c1ccc(Cl)nc1 (centres undefined)	i
Cc1cccc(NC(=O)CN2CCN(C(=O)CN3C(=O)NC4(CC(C)CC(C)(C)C4)C3=O)CC2)c1C (centres undefined)	i
Oc1c(Br)cc(CNC2CCCCC2)cc1Br	i
CCOC(=O)CN[C@H]1CCC2C3CC=C4C[C@@H](O)CC[C@]4(C)C3CC[C@@]21C (some centres undefined)	i
CN(Cc1nc2ccccc2c(=O)[nH]1)C(=O)c1cc(C2CC2)nn1-c1ccccc1	i
CN(CC(=O)Nc1ccc(F)cc1)CC(=O)N1CCCC1	i
CCOC(=O)C1CCN(C(=O)CCNS(=O)(=O)c2ccc(C)cc2)CC1	i
O=C(Nc1cccc(C(F)(F)F)c1)C1CC(=O)N(CCc2ccccc2)C1 (centres undefined)	i
